High-throughput results from PubChem BioAssay.
ST2 inh = inhibitors of human ST2 (IL1RL1) binding to IL-33; Q01638; AlphaLISA ST2-Fc/biotin-IL-33 interaction, 1 h; inhibition, % for hits at 17 µM; 78,000 tested, 2.3% active; in the data active means inhibition above about 30%; inconclusive means mostly about 10% to 28%
Target sequence (Q01638 whole entry, looked up): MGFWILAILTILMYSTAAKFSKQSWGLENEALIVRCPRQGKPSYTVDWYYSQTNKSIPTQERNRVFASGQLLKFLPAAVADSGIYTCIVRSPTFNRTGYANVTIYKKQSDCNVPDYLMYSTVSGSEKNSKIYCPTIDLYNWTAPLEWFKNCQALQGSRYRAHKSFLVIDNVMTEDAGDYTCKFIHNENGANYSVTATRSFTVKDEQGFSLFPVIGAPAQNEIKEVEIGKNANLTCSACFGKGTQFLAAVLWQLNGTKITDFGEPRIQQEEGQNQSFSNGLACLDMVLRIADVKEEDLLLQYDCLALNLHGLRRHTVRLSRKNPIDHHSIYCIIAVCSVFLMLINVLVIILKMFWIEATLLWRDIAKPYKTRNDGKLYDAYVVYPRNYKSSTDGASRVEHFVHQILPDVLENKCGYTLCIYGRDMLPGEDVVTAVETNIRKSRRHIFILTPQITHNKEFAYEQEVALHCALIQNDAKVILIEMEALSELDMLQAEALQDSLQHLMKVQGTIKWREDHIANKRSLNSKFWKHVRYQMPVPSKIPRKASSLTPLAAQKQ
Numbers without * were called inactive. These rows are one share of the data. The share of hits here may be higher or lower than overall.

How did Cc1cccc(NC(=O)c2cnn3c(C(F)(F)F)cc(-c4ccco4)nc23)c1C do in these assays?
ST2 inh: inconclusive

What do the screens show for `CN(C)C(=O)c1ccc2c(c1)N(C)C(CC(=O)Nc1ccc(F)cc1O)CO2` (stereo unspecified)?
ST2 inh: inactive

What do the screens show for `CC(c1cccc(-c2coc3ccccc3c2=O)c1)N1CCCC1` (stereo unspecified)?
ST2 inh: inactive

Results for Cc1ccc(Cn2c(CNC(=O)c3ccccc3Cl)nc3cccnc32)cc1 ?
ST2 inh: inconclusive

What do the screens show for `CCOc1ccc(-c2cnc(-c3cccc(C(=O)OC)n3)[nH]2)cc1`?
ST2 inh: inconclusive

Results for CC(=O)c1ccc(NC(=O)c2cc(-c3ccco3)on2)cc1 ?
ST2 inh: inactive

How did CNC(=O)c1cc(S(=O)(=O)N2C[C@@H]3[C@H](C2)[C@H]2CC[C@@H]3O2)cs1 do in these assays?
ST2 inh: inactive

Results for Cc1ccc2oc(C(=O)NCc3n[nH]c4c3CCC4)cc2c1 ?
ST2 inh: inconclusive

How did O=C(CCc1ccco1)NC1CCCN(CCc2ccccc2)C1 (stereo unspecified) do in these assays?
ST2 inh: 31.0%*

Results for CNCc1cn(C[C@H]2O[C@@H](CC(=O)NCc3ccc(F)cc3)[C@H](O)[C@@H]2O)nn1 ?
ST2 inh: inconclusive

Results for COc1cncc(-c2ccc(F)cc2Cl)c1 ?
ST2 inh: inactive

What do the screens show for `CCOc1ccc(N(CC(=O)NCc2ccccn2)S(=O)(=O)c2ccc(Cl)cc2)cc1`?
ST2 inh: inactive

What do the screens show for `CC(C)C[C@@H](NC(=O)C1=C[C@@H](NC(=O)c2cccnc2)[C@@H](O)[C@H](O)C1)C(N)=O`?
ST2 inh: inactive

What do the screens show for `CCCSC1=C(C#N)C(c2ccccc2OC)CC(=O)N1` (stereo unspecified)?
ST2 inh: inactive

What do the screens show for `O=C(Nc1nc(-c2cc(Cl)sc2Cl)cs1)c1ccc([N+](=O)[O-])s1`?
ST2 inh: inconclusive

What do the screens show for `O=C(C1CCN(S(=O)(=O)c2cccnc2)CC1)N1CCN(c2ccc(F)cc2)CC1`?
ST2 inh: inactive

Results for CC1CCCN(C(=O)C(C)Oc2ccccc2)C1 (stereo unspecified) ?
ST2 inh: inactive

What do the screens show for `O=C(N[C@H]1CO[C@H]2[C@@H]1OC[C@H]2OCc1ccccc1)c1ccccc1`?
ST2 inh: inactive

Results for N=C1S/C(=C\c2ccc(F)cc2F)C(=O)N1c1ccc2c(c1)OCO2 ?
ST2 inh: inconclusive

How did CC(C)(C)c1ccc(OCC(=O)Nc2ccccc2C(F)(F)F)cc1 do in these assays?
ST2 inh: inactive

Results for COc1cccc(-c2cc(=O)c3ccccc3o2)c1N ?
ST2 inh: inactive

What do the screens show for `O=C1C(Nc2ccccc2)=CC(c2cccc(F)c2)N1c1ccccc1` (stereo unspecified)?
ST2 inh: inactive

Results for COc1ccc(-c2noc(CN3CCC(c4ccccc4Cl)C3)n2)c(OC)c1OC (stereo unspecified) ?
ST2 inh: inactive

What do the screens show for `COc1ccc2[nH]cc(CCN3C(=O)C4CCCCC4C3=O)c2c1` (stereo unspecified)?
ST2 inh: inconclusive

Results for CCC(C)NC(=O)Nc1cccc(Cl)c1 (stereo unspecified) ?
ST2 inh: inactive

Results for Nc1nc(NCC2CCOCC2)cc(N2CCOCC2)n1 ?
ST2 inh: inactive

How did CC(=O)Nc1ccc(-n2c(C)nc(=O)c(-c3ccccc3)c2C)cc1 do in these assays?
ST2 inh: inactive

What do the screens show for `CN1C[C@@H](NS(=O)(=O)c2ccc(C#N)cc2)C[C@H]1c1nc(-c2cccnc2)no1`?
ST2 inh: inactive

How did Cn1cc(NC(=O)CN2CCOC(Cc3ccccc3)C2)cn1 (stereo unspecified) do in these assays?
ST2 inh: inactive

How did COc1cc(C(=O)Nc2cc(C)c3c(=O)oc4ccccc4c3n2)cc(OC)c1OC do in these assays?
ST2 inh: inconclusive

What do the screens show for `COc1ccc(CNC(=O)c2ccccc2O)cc1`?
ST2 inh: inactive

How did COc1ccc(CCN=C2SCC(=O)N2Cc2ccccc2)cc1OC do in these assays?
ST2 inh: inactive

How did COc1cccc(C(=O)N2N=C(c3ccc(Cl)cc3)CC2(O)C(F)(F)F)c1 (stereo unspecified) do in these assays?
ST2 inh: inactive

Results for O=C(Nc1cccc(Cl)c1Cl)c1ccc([N+](=O)[O-])cc1 ?
ST2 inh: inactive

Results for Cc1ccc(S(=O)(=O)N=C(Nc2ccccn2)c2ccccc2)cc1 ?
ST2 inh: inactive

How did COCCN(Cc1cccs1)C(=O)c1cccc(-n2cnnc2)c1 do in these assays?
ST2 inh: inactive

What do the screens show for `CCn1ccc(-c2n[nH]c(=O)n2CCc2ccccc2F)n1`?
ST2 inh: inactive

Results for Cc1nn(Cc2c(Cl)cccc2Cl)c(C)c1NC(=O)c1cc(C(C)C)on1 ?
ST2 inh: inactive

Results for CCCOc1ccc(C(=O)Nc2ccc(C)cc2)cc1 ?
ST2 inh: inconclusive

What do the screens show for `COc1cc(C)ccc1OCCOc1c(OC)cccc1OC`?
ST2 inh: inactive

How did Cc1ccnc(NS(=O)(=O)c2ccc(NC(=O)c3cccc([N+](=O)[O-])c3)cc2)n1 do in these assays?
ST2 inh: inactive

What do the screens show for `COC(=O)C1=C(C)Nc2nc(SCc3ccccc3F)[nH]c(=O)c2C1c1ccccc1` (stereo unspecified)?
ST2 inh: inconclusive

How did CN(C)C(=NS(=O)(=O)c1ccc(F)cc1)c1ccccc1 do in these assays?
ST2 inh: inconclusive

What do the screens show for `COc1ccc(NC(=O)N[C@H]2CO[C@H]3[C@@H]2OC[C@H]3OC(=O)Nc2cccc(C(C)=O)c2)cc1`?
ST2 inh: inconclusive

How did COc1ccc(C2CC(=O)N3CN(c4ccc(OC)cc4OC)CSC3=C2C#N)cc1 (stereo unspecified) do in these assays?
ST2 inh: inconclusive

What do the screens show for `NCC(=O)Nc1ccccc1/C=C/c1ccccc1`?
ST2 inh: inactive

How did COCC1CCCN(Cc2ccc3c(c2)CN(C(=O)COc2ccccc2Cl)CCO3)C1 (stereo unspecified) do in these assays?
ST2 inh: inactive

How did COc1ccc(Nc2cc(C)nc(N3CCN(S(=O)(=O)c4ccc(OC)c(OC)c4)CC3)n2)cc1 do in these assays?
ST2 inh: inactive

Results for COCCNC(=O)CSc1nc2sc3c(c2c(=O)n1-c1ccccc1)CCCC3 ?
ST2 inh: inactive

What do the screens show for `OCc1ccc(-c2cccc3ccnn23)cc1`?
ST2 inh: inactive

What do the screens show for `CCOc1ccc(-n2c(=O)c3sccc3n(CC(=O)N(CC)CC)c2=O)cc1`?
ST2 inh: inactive

Results for Cc1cccnc1CN1CCN(Cc2ccc(-c3ccn[nH]3)s2)CC1 ?
ST2 inh: inactive

What do the screens show for `O=C(C1CC1)N1CCc2cc(S(=O)(=O)N(CCc3ccccc3)Cc3ccccc3)ccc21`?
ST2 inh: inconclusive

What do the screens show for `COc1ccc(CN(C)C(=O)c2cnc(-c3ccccc3)nc2)cc1`?
ST2 inh: inactive

What do the screens show for `CC(C)C[C@@H](NC(=O)[C@@]1(O)C[C@@H](O)[C@H](O)[C@@H](NC(=O)CS(=O)(=O)c2ccccc2)C1)C(N)=O`?
ST2 inh: inactive

What do the screens show for `N#Cc1c(-c2cccs2)cc(-c2ccccc2)nc1SCC(N)=O`?
ST2 inh: inactive

What do the screens show for `CCOC(=O)C1C2C=CC3(CN(CC(C)C)C(=O)C13)O2` (stereo unspecified)?
ST2 inh: inactive

How did CCC(C)(C)NC(=O)C1CCN(c2ccc(-c3cccs3)nn2)CC1 do in these assays?
ST2 inh: inactive

Results for Cc1cc(C)cc(N(C(=O)CC2CCCCC2)C2C=CS(=O)(=O)C2)c1 (stereo unspecified) ?
ST2 inh: inactive

How did CCC1CCCCN1S(=O)(=O)c1ccc(C(=O)Nc2nnc(-c3cccs3)o2)cc1 (stereo unspecified) do in these assays?
ST2 inh: inactive

What do the screens show for `CC(C)c1ccc(CN2CCN(c3ccc([N+](=O)[O-])cc3)CC2)cc1`?
ST2 inh: inconclusive

What do the screens show for `Cn1c2c(c(=O)n(C)c1=O)C(c1ccccc1F)C(C#N)=C(N)O2` (stereo unspecified)?
ST2 inh: inconclusive

Results for COc1cc(Cn2ccnc2C2CCN(C)CC2)cc(OC)c1OC ?
ST2 inh: inactive

How did COc1cc(N2C(=O)c3c(C)nc4ccccc4c3C2=O)cc(OC)c1OC do in these assays?
ST2 inh: inactive

How did CCS(=O)(=O)N1CCCC(C(=O)NCc2ccco2)C1 (stereo unspecified) do in these assays?
ST2 inh: inconclusive

What do the screens show for `Cc1c(N=c2c(=O)c3ccccc3c2=O)c(=O)n(-c2ccccc2)n1C`?
ST2 inh: inactive

What do the screens show for `CC(C)NC1CS(=O)(=O)CC1O` (stereo unspecified)?
ST2 inh: inactive

Results for CC(=O)c1ccc(NC(=O)O[C@@H]2CO[C@H]3[C@@H]2OC[C@@H]3NS(=O)(=O)c2ccc3ccccc3c2)cc1 ?
ST2 inh: inactive

What do the screens show for `COc1ccc(Cl)cc1NC(=O)CS(=O)(=O)c1cccc2nsnc12`?
ST2 inh: inactive

Results for Cc1cccc(C)c1Nc1c(-c2ccc(N(C)C)cc2)nc2cnccn12 ?
ST2 inh: inactive

What do the screens show for `Cc1ccc(C(=O)NC[C@H]2O[C@@H](CC(=O)NCCN3CCOCC3)[C@H](O)[C@@H]2O)cc1`?
ST2 inh: inconclusive

Results for COc1ccc([C@@]2(O)c3c(ccc(CC=C(C)C)c3O)NC(=O)[C@@H]2OC)cc1 ?
ST2 inh: inactive

What do the screens show for `Cc1nc(C(=O)N2CCc3c(c(C(=O)N4CCOCC4)nn3CCc3ccccc3)C2)cs1`?
ST2 inh: inactive

Results for Cc1c(-c2nccn2Cc2ccccc2Cl)c(=O)n(-c2ccccc2)n1C ?
ST2 inh: inactive

What do the screens show for `COc1ccccc1-c1coc2cc(OCc3ccc(F)cc3)ccc2c1=O`?
ST2 inh: inactive

What do the screens show for `COCCc1noc(CN2CCC(N3CCCC3=O)CC2)n1`?
ST2 inh: inconclusive

What do the screens show for `CN1[C@@H]2CC[C@H]1CC(NC(=O)c1nn(C)c3ccccc13)C2` (stereo partly specified)?
ST2 inh: inactive

What do the screens show for `COc1cc(OC)cc(-c2cc3nc(C)c(CCC(=O)Nc4cc(F)ccc4F)c(C)n3n2)c1`?
ST2 inh: inactive

How did COc1ccc(N2CC(NC(=O)c3ccc(S(=O)(=O)N4CCCC4)cc3)CC2=O)cc1 (stereo unspecified) do in these assays?
ST2 inh: inactive

How did O=S(=O)(N=C(Nc1ccccn1)c1ccccc1)c1ccccc1 do in these assays?
ST2 inh: inconclusive

How did COc1cc(C(=O)Nc2nc(-c3cc(Cl)sc3Cl)cs2)cc(OC)c1OC do in these assays?
ST2 inh: inactive

How did CCCCN(CC#Cc1ccccc1)C(=O)c1occc1C do in these assays?
ST2 inh: inactive

Results for COc1ccc2c(c1)CCc1c(C(=O)N3CCCCC3)noc1-2 ?
ST2 inh: inactive

Results for O=C(c1noc2c1CCc1ccccc1-2)N1CCCc2ccccc21 ?
ST2 inh: inactive

An excerpt from the list above:
How did Cc1cccc(NC(=O)c2cnn3c(C(F)(F)F)cc(-c4ccco4)nc23)c1C do in these assays?
ST2 inh: inconclusive

What do the screens show for `CN(C)C(=O)c1ccc2c(c1)N(C)C(CC(=O)Nc1ccc(F)cc1O)CO2` (stereo unspecified)?
ST2 inh: inactive

What do the screens show for `CC(c1cccc(-c2coc3ccccc3c2=O)c1)N1CCCC1` (stereo unspecified)?
ST2 inh: inactive

Results for Cc1ccc(Cn2c(CNC(=O)c3ccccc3Cl)nc3cccnc32)cc1 ?
ST2 inh: inconclusive

What do the screens show for `CCOc1ccc(-c2cnc(-c3cccc(C(=O)OC)n3)[nH]2)cc1`?
ST2 inh: inconclusive

Results for CC(=O)c1ccc(NC(=O)c2cc(-c3ccco3)on2)cc1 ?
ST2 inh: inactive

How did CNC(=O)c1cc(S(=O)(=O)N2C[C@@H]3[C@H](C2)[C@H]2CC[C@@H]3O2)cs1 do in these assays?
ST2 inh: inactive

Results for Cc1ccc2oc(C(=O)NCc3n[nH]c4c3CCC4)cc2c1 ?
ST2 inh: inconclusive

How did O=C(CCc1ccco1)NC1CCCN(CCc2ccccc2)C1 (stereo unspecified) do in these assays?
ST2 inh: 31.0%*

Results for CNCc1cn(C[C@H]2O[C@@H](CC(=O)NCc3ccc(F)cc3)[C@H](O)[C@@H]2O)nn1 ?
ST2 inh: inconclusive

Results for COc1cncc(-c2ccc(F)cc2Cl)c1 ?
ST2 inh: inactive

Carrying on:
What do the screens show for `Cn1c(=O)c2c(nc(N3CCCCCC3)n2CC(O)COc2ccc(Cl)cc2)n(C)c1=O` (stereo unspecified)?
ST2 inh: inactive

Results for Nc1nc(-c2ccc([N+](=O)[O-])cc2)cs1 ?
ST2 inh: inactive

How did CC1=C(C(=O)Nc2cccnc2)C(c2cccs2)n2nc(SCc3ccccc3)nc2N1 (stereo unspecified) do in these assays?
ST2 inh: inconclusive

What do the screens show for `COc1ccc(NC(=O)c2ccc(CN3CCNC(=O)C3)cc2)c(OC)n1`?
ST2 inh: inactive

Results for COc1cc2c(cc1OC)C(COc1ccc3c(C)cc(=O)oc3c1)N(C(C)=O)CC2 (stereo unspecified) ?
ST2 inh: inactive

What do the screens show for `NNc1ncnc2sc3c(c12)CCC3`?
ST2 inh: inactive

Results for O=C(O)c1[nH]c2ccccc2c1CC(=O)N1CCC(Cc2ccccc2)CC1 ?
ST2 inh: inactive

How did CC(CCc1ccccc1)Nc1cc(N2CCN(S(C)(=O)=O)CC2)ccc1[N+](=O)[O-] (stereo unspecified) do in these assays?
ST2 inh: inconclusive

What do the screens show for `CC1(C)CC(=O)C2=C(C1)Nc1c(c(=O)[nH]c(=O)n1Cc1ccccc1)C2c1ccc(O)cc1` (stereo unspecified)?
ST2 inh: inactive

Results for Cc1ccoc1C(=O)N1CCn2c(C(N)=O)cnc2C1 ?
ST2 inh: inactive

How did O=C(c1ccc(Cl)cc1Cl)N1CCCN(C(=O)c2ccc(Cl)cc2Cl)CC1 do in these assays?
ST2 inh: inactive

Results for Cc1nc2c(ccc3nc(NC(=O)c4c(F)cccc4F)sc32)s1 ?
ST2 inh: inactive

What do the screens show for `O=CNc1ccccc1Oc1ccccc1`?
ST2 inh: inactive

How did CN(C(=O)CCN1C(=O)c2ccccc2C1=O)C1CCCCC1 do in these assays?
ST2 inh: inactive
